Bioassay records from PubChem BioAssay.
TRHR agonist: TRH receptor (human) agonism; P34981; TRHR cells, calcium flux fluo-8, FDSS agonist mode; activation, % at 2 µM; 360,000 compounds, 0.18% hits; AID 493084; also: 0% is about no effect
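Agonist-mode FDSS calcium read (Ex 480/Em 530, 1 s cycles) in 1536-well TRHR cells with fluo-8 dye, after 10-cycle baseline and 23 nL compound addition; TRH at EC20 (10 nM final) added afterwards for the enhancer phase.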
D1 PAM: potentiators of human D1 dopamine receptor | HEK293 TREx D1 cells, calcium flux, dopamine EC20 potentiation | AID 504651 | P21728 | 360,000 compounds, 0.036% hits | potentiation, % at 10 µM; in the data active = potentiation above about 30%; also: 0% is about no effect
Target sequence (P21728 whole entry, looked up): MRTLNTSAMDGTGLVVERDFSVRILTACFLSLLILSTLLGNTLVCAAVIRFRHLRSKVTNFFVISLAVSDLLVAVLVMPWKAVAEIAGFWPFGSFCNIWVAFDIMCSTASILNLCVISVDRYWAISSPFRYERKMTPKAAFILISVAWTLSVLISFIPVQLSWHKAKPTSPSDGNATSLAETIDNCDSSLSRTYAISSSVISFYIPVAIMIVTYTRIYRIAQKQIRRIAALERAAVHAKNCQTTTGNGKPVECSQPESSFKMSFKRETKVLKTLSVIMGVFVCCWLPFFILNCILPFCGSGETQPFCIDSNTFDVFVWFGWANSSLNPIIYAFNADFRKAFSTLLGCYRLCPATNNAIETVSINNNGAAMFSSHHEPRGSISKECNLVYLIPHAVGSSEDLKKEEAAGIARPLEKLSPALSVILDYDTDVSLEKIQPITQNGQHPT
RXFP1 antag: RXFP1 (human) relaxin receptor antagonism; Q9HBX9; HEK293-RXFP1, relaxin-stimulated cAMP HTRF, 30 min; hits give low values; activity change, negative = inhibition, % at 57.5 µM; 350,000 compounds, 0.59% hits; AID 1259400;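 active = activity change of -60% or lower, but not beyond a set lower limit; inconclusive = change between -60% and -40%, or beyond the set limit; inactive = change above -40%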; also: % is scaled to controls: 0 for no effect and ±100 for the full control effect
D2 PAM: positive allosteric modulators of human D2 dopamine receptor | P14416 | HEK293 T-REx D2, calcium flux, EC20 dopamine potentiation | potentiation, % at 10 µM | 340,000 compounds, 0.34% hits | AID 485347;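 active = potentiation over 3 SD above the plate norm, cut at about 30% in these data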; also: 0% is about no effect
Target sequence (P14416 whole entry, looked up): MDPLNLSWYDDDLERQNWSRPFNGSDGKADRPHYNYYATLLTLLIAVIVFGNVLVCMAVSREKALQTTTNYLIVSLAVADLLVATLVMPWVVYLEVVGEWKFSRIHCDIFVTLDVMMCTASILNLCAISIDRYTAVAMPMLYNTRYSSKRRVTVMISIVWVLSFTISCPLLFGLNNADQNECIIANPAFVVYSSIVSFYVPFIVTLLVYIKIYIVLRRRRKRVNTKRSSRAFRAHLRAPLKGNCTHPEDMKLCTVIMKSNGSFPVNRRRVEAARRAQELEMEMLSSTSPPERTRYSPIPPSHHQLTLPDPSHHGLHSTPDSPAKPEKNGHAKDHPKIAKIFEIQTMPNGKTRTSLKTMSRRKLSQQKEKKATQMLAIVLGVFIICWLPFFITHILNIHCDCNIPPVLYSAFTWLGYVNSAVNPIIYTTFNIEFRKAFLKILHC
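Primary screen. Calcium kinetics in induced HEK293 T-REx D2 cells: compound pre-addition 180 s, EC20 dopamine, 180 s more.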
D2 antagonist: D2 dopamine receptor (human) antagonism | P14416 | HEK293 TREx D2 cells, calcium flux, dopamine EC80 | inhibition, % at 10 µM | 340,000 compounds, 2% hits | AID 485344; in the data active = inhibition above about 30%; also: 0% is about no effect
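Antagonism is scored as inhibition of an EC80 dopamine-evoked calcium signal in a force-coupled, tetracycline-inducible HEK293 T-REx D2 line, with compound present 180 s before agonist.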
D1 agonist: human D1 receptor agonism. AID 504660. P21728. 360,000 compounds, 1% hits. HEK293 T-REx D1 cells, calcium flux, agonist mode. activation, % at 2 µM; also: 0% is about no effect
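Inducible HEK293 T-REx D1 cells, force-coupled to calcium signalling, were plated at 4000 cells/well with tetracycline and held overnight at 30 C. After no-wash calcium dye loading, compound-evoked calcium rise over 180 s flagged agonists.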
TRHR enhancer: TRH receptor (human) allosteric enhancement | P34981 | TRHR cells, fluo-8 calcium fluorescence, EC20 TRH enhancement | enhancement, % at 2 µM | 360,000 compounds, 0.66% hits; in the data active = enhancement above about 30%; also: 0% is about no effect
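Enhancer read-out: after compound pinning and an initial kinetic agonist-mode read, an EC20 of TRH (10 nM final) was injected and fluo-8 calcium signal (Ex 480/Em 530) followed at 1 s/cycle for 100 cycles in TRHR-expressing cells.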
D1 antag: blocks dopamine activation of the human D1 receptor. P21728. HEK293 TREx D1 cells, calcium flux, dopamine EC80; hits give low values. activity change, negative = inhibition, % at 10 µM. 360,000 compounds, 3.2% hits; in the data active = activity change below about -30%; also: % is scaled to controls: 0 for no effect and ±100 for the full control effect
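Tetracycline-induced HEK293 T-REx cells with force-coupled D1 receptor were loaded with a no-wash calcium dye. Compound was added after a 10 s baseline and read kinetically for 180 s; EC80 dopamine was then added and calcium flux followed another 180 s.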
D2 agonist: D2 dopamine receptor (human) agonism; AID 485358; HEK293 T-REx D2 cells, calcium flux agonist mode; 340,000 compounds, 0.53% hits; activation, % at 2 µM; P14416;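 active = activation over 3 SD above normal in the single-dose calcium agonist read, cut at about 30% in these data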; also: 0% is about no effect
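In this primary screen, compounds producing a positive calcium signal within 180 s of addition to tetracycline-induced, force-coupled HEK293 Trex D2 cells are flagged; cells are dye-loaded with a no-wash calcium kit beforehand.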
An asterisk follows results filed as active; ? = inconclusive; · = no result given; & = joins results of further samples; ! = not active in a repeat. Rule as the data show it, unless noted: active = activation above about 30%; inactive = the rest.

Start of the data: the first 2 records, ahead of the listing:
Each structure is followed by: TRHR agonist	D1 PAM	RXFP1 antag	D2 PAM	D2 antagonist	D1 agonist	TRHR enhancer	D1 antag	D2 agonist
- Cc1cc(N=Cc2c(O)n(-c3cccc(C(F)(F)F)c3)c(=O)c3ccccc23)no1
    0.7	-13	11	2	-20	2	0	-13	2.0
- CCCn1nc(C(=O)NC2CCCCCC2)c2ccccc2c1=O
    -0.4	-5	-16	-13	-4	6	-8	-6	0.9

The list itself (from the top)
Each structure is followed by: TRHR agonist	D1 PAM	RXFP1 antag	D2 PAM	D2 antagonist	D1 agonist	TRHR enhancer	D1 antag	D2 agonist
- Cc1cc(N=Cc2c(O)n(-c3cccc(C(F)(F)F)c3)c(=O)c3ccccc23)no1
    0.7	-13	11	2	-20	2	0	-13	2.0
- CCCn1nc(C(=O)NC2CCCCCC2)c2ccccc2c1=O
    -0.4	-5	-16	-13	-4	6	-8	-6	0.9
- CCN1C(=O)CC(NCc2ccc3c(c2)OCO3)C1=O (stereo not drawn)
    0.3	-2	-3	·	·	0	-2	3	·
- CN1CCN(C(=O)C2CCCN(S(=O)(=O)c3ccc(F)cc3)C2)CC1 (stereo not drawn)
    -0.3	0	5	-5	12	2	1	6	0.0
- CN1C(=O)C2(c3ccccc31)c1c(oc3ccccc3c1=O)C(=O)N2CCO (stereo not drawn)
    -0.5	-9	3	9	-16	5	0	-17	-0.8
- O=C1CN(C(=O)COC(=O)c2cnc(Cl)c(Cl)c2)c2ccccc2N1
    0.3	-4	0	·	·	1	1	-14	·
- Cc1sc2nc(COC(=O)c3ccc(O)cc3)[nH]c(=O)c2c1C
    0.3	5	16	19	-8	10	3	3	0.1
- COc1ccc(NC2C=CS(=O)(=O)C2)c(OC)c1 (stereo not drawn)
    -0.4	-2	12	0	-2	5	-2	11	-0.1
- Nc1nc(CSc2ncn(-c3ccccc3)n2)cs1
    -0.9	5	2	13	13	5	6	-13	0.2
- COc1ccc(S(=O)(=O)Nc2cc3c(cc2NCc2ccccc2)n(C)c(=O)n3C)cc1OC
    -1.1	2	-5	19	·	0	0	-3	0.4
- COC(=O)CC1Oc2ccc(F)cc2-n2cc(-c3ccc(Cl)cc3)nc21 (stereo not drawn)
    0.4	-2	·	25	·	1	-2	-9	0.5
- Cc1cccc(OCCCCCN2CCOCC2)c1C
    0.3	4	4	8	-11	6	5	9	1.0
- CCOC(=O)c1c(C)[nH]c(C)c1C(=O)COc1ccc(NC(=O)c2ccco2)cc1
    -1.3	1	-11	1	-25	-1	1	0	-2.3
- Cn1c(CN2CCOCC2)c(C#N)c2ccccc21
    -0.4	1	12	1	1	1	5	9	-0.2
- CCCC(C)C(=O)Nc1ccc(S(N)(=O)=O)cc1 (stereo not drawn)
    0.6	-5	-1	-1	-10	1	0	5	0.2
- CCOC(=O)c1cccc(NC(=O)c2cnc(N3CCCCC3)c3ccccc23)c1
    0.3	-4	-23	-7	·	0	-4	16	-1.5
- COc1ccccc1C(=O)N/C(=C\c1cn(S(=O)(=O)N(C)C)c2ccccc12)C(=O)N1CCCC1
    0.1	6	15	·	·	-1	-14	24	·
- CCCC1=Nc2cc(C(=O)NCCCN3CCN(C)CC3)ccc2Sc2ccccc21
    0.7	-13	3	5	2	9	-3	28	0.5
- CC(C)CN1CCN(Cc2cnc(N3CCOCC3)s2)CC1CCO (stereo not drawn)
    0.1	-3	-8	8	-4	1	-5	-1	0.4
- CCN(CC)C(=O)Oc1cc2c(-c3cc4cccc(OC)c4o3)cc(=O)oc2cc1C
    0.3	-1	-7	2	·	2	0	9	·
- Cc1ccc(C(=O)Nc2cccc(O)c2)cc1S(=O)(=O)N1CCCCCC1
    0.4&0.4	-3&-3	-83*!	-20&-1	28	1&0	-7&-22	-33*!	0.7&-1.2
- Cc1ccc(S(=O)(=O)N/N=C\c2cn(CC(N)=O)c3ccccc23)cc1
    0.4	2	-8	0	3	11	-9	-8	0.6
- CC1(C)CNC(=O)c2sc(N3CCOCC3)nc2C1
    0.3	1	-4	15	-9	0	13	3	-0.7
- O=C(Nc1nc2c(F)cc(F)cc2s1)c1ccccn1
    0.4	-1	?	-6	-13	2	1	-16	8.2
- CCN(C(=O)C1CCN(c2ncnc3c2nc2n3CCCCC2)CC1)c1cccc(Cl)c1
    -0.8	0	-6	-11	·	1	3	11	-0.9
- CC(C)CN(C1CCS(=O)(=O)C1)S(=O)(=O)c1ccc(C(C)C)cc1 (stereo not drawn)
    -0.2	-9	4	-9	1	2	1	12	0.4
- CCOc1ccccc1NC(=O)CC1Nc2ccccc2NC1=O (stereo not drawn)
    -0.5	-1	5	9	3	-3	6	-14	0.6
- CCOC(=O)C1=C(C)N=c2s/c(=C3\C(=O)Nc4ccccc43)c(=O)n2C1c1ccc2c(c1)OCO2 (stereo not drawn)
    0.0	1	7	4	6	1	12	-3	1.3
- COc1ccc(S(=O)(=O)N(CC(=O)NC2CCCC2)c2ccccc2OC)cc1
    2.2	-6	-14	1	0	0	-5	7	1.1
- Cc1ccc(N(C(C)C(=O)O)S(=O)(=O)c2cccnc2)cc1 (stereo not drawn)
    -0.6	·	9	12	-4	7	26	0	0.8
- Clc1cccc(-c2nc(NCCN3CCOCC3)c3ccccc3n2)c1
    0.9	-10	9	-7	9	6	-6	3	1.4
- COc1ccc(N2CCN(S(=O)(=O)c3c[nH]c(=O)[nH]c3=O)CC2)cc1
    0.1	-6	-14	-4	16	1	3	4	0.7
- Cc1ccc(-n2cc(CN3CCN(Cc4nccn4C)CC3)c(-c3cccc(C)c3)n2)cc1
    0.7	1	-24	-11	-9	4	3	3	0.6
- c1ccc2nc3c(nc2c1)sc1nc2ccccc2n13
    0.2	-3	·	10	-11	9	2	9	-0.3
- Cc1ccc(N2CC(C(=O)N3CCC(C(=O)NC(C)(C)C)CC3)CC2=O)cc1 (stereo not drawn)
    -0.1	-1	-19	12	-7	1	-5	11	1.3
- COc1ccc(NC(=O)CSc2nc(C(C)C)nc3c2c(=O)n(C)c(=O)n3C)c(OC)c1
    -0.2	8	-2	12	-4	2	3	0	1.1
- COc1ccc2nnc(-c3ccc(C(F)(F)F)cc3)n2n1
    0.0	-3	5	-4	-1	0	4	1	1.0
- Cc1ccc(-n2c(SCC(=O)NCc3ccco3)nc3sc4c(c3c2=O)CC(C)(C)SC4)cc1
    0.6	2	-17	1	12	2	7	8	-0.7
- O=C1c2cccc3c(Cl)ccc(c23)C(=O)N1O
    -0.7	-3	-15	5	-12	2	-5	-26	-0.9
- Cc1ccc(NC(=O)CN2C(=O)COc3ccc(S(=O)(=O)NC4CCCC4)cc32)cc1N(C)C
    -0.2	4	-11	-6	·	-1	4	-1	0.5
- O=C(CN1C(=O)CCn2nc(-c3ccccc3)cc21)NCc1ccc(Cl)cc1
    1.3	5	-1	5	·	3	1	1	-0.2
- OCCNC1=NCCN1
    1.2	-8	1	-12	-19	1	-1	18	0.5
- CC(C)CCn1c(Oc2ccc(Cl)cc2)nc2c1c(=O)n(C)c(=O)n2C
    -0.1	3	1	6	-21	2	0	2	1.4
- CCOC(=O)c1ccccc1NC(=O)CN(c1ccccc1C)S(C)(=O)=O
    -0.1	-5	-3	-2	-2	3	9	-5	0.3
- O=C(O)/C=C/C(=O)NC1CCC(CC2CCC(NC(=O)/C=C/C(=O)O)CC2)CC1 (stereo not drawn)
    0.9	-3	?	-2	12	1	-2	-8	-1.1

2 of these compounds, reformatted:
COc1ccc(S(=O)(=O)Nc2cc3c(cc2NCc2ccccc2)n(C)c(=O)n3C)cc1OC
  TRHR agonist: -1.1
  D1 PAM: 2
  RXFP1 antag: -5
  D2 PAM: 19
  D2 antagonist: ·
  D1 agonist: 0
  TRHR enhancer: 0
  D1 antag: -3
  D2 agonist: 0.4

Clc1cccc(-c2nc(NCCN3CCOCC3)c3ccccc3n2)c1
  TRHR agonist: 0.9
  D1 PAM: -10
  RXFP1 antag: 9
  D2 PAM: -7
  D2 antagonist: 9
  D1 agonist: 6
  TRHR enhancer: -6
  D1 antag: 3
  D2 agonist: 1.4

Further structures follow:
Each structure is followed by: TRHR agonist	D1 PAM	RXFP1 antag	D2 PAM	D2 antagonist	D1 agonist	TRHR enhancer	D1 antag	D2 agonist
- CCCCCc1nnc(NC(=O)CS(=O)(=O)Cc2ccccc2)s1
    0.3	-6	-15	4	-18	1	3	-2	-0.2
- CN(C(=O)c1cccc(S(=O)(=O)N2CCOCC2)c1)c1c(N)n(Cc2ccccc2)c(=O)[nH]c1=O
    0.0	11	4	-8	11	1	-1	18	0.3
- Cc1cc(C)c(C(=O)c2ccc(C(=O)N3CCCCC3)cc2)c(C)c1
    0.0	-1	-9	2	-4	23	4	-4	-0.7
- CCOC(=O)c1nnn(-c2nonc2-n2cccc2)c1CCl
    0.2	-2	-10	7	-2	1	16	-10	-1.0
- COc1cc(NC(=O)CC(C)S(=O)(=O)c2ccc3c(c2)CCN3C(C)=O)cc(OC)c1OC (stereo not drawn)
    0.4	0	·	-6	·	0	-1	0	-0.5
- CCCCN1C(=O)CN(C2CCCCCC2)C(=O)C1c1ccc(OCCC)c(OC)c1 (stereo not drawn)
    -0.2	0	11	14	·	0	-7	-6	1.4
- COC(=O)C(C)NC(=O)C12CC3CC(C1)CC(c1ccc(C)cc1)(C3)C2 (stereo not drawn)
    -1.0	-13	-22	-1	6	0	-6	-11	-1.0
- Cc1ccc(Cl)cc1NC(=O)c1ccccc1OCC(=O)N1CCOCC1
    0.4	5	2	-9	7	4	0	-9	-1.2
- COC(=O)c1ccccc1NC(=O)CSc1nncn1C
    0.0	-3	-11	-6	-1	3	-4	-13	2.0
- Cc1nc(NCC2CCCO2)[nH]c(=O)c1CCC(C)C (stereo not drawn)
    -0.2	-4	-17	1	-8	2	-2	-4	0.0
- CCC(C(=O)NCCc1ccc(Cl)cc1)n1nc(C)c2c(C)n(-c3ccccc3)nc2c1=O (stereo not drawn)
    -0.4	1	-5	2	·	0	3	-5	-0.7
- CC(=O)C1C(=O)c2c(cccc2[N+](=O)[O-])C1=Nc1ccc(S(N)(=O)=O)cc1 (stereo not drawn)
    1.1	2	-2	10	4	1	1	2	0.8
- CCC(=NCCN1CCNCC1)C1=C(O)CC(C)(C)CC1=O
    0.2	1	-2	1	-8	1	1	-16	0.2
- Cc1cc(C)n(C(=O)Cc2cn3ccsc3n2)n1
    1.1	-1	-25	5	11	0	-3	7	0.4
- Clc1ccc(-n2ncc3c(NCc4ccc5c(c4)OCO5)ncnc32)cc1
    1.4	-2	-5	0	5	3	-2	-15	1.3
- CCCc1nc(SCC(=O)Nc2ccccc2OC)c2c(=O)n(C)c(=O)n(C)c2n1
    -1.0	-8	13	16	-3	1	-5	4	0.2
- COc1ccc(CN(Cc2ccco2)C(=O)COc2ccc(Cl)cc2C)cc1
    4.3	-1	?	·	·	15	-1	-9	1.4
- COc1ccc(NC(=O)NNC(=O)COc2ccc3ccccc3c2)cc1OC
    0.4	9	?	1	3	1	-6	-49*	-0.1
